HT1080 viability – HT1080 cell viability loss – fluorescence readout (AID 620); HT1080 viability, fluorescence; higher % means a stronger effect; cytotoxicity, % at 10 µM; hits with a dose series show EC50 in µM; actives 0.42% (n = 87,000);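 also: cells exposed to compound overnight then 4 h with Alamar Blue; 0% = vehicle DMSO and 100% = killing control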
Alkaline phosphatase – inhibition of tissue-nonspecific alkaline phosphatase – biochemical, luminescent (AID 518). inhibition, % at 20 µM, or IC50 in µM where a hit was titrated. actives 0.09% (n = 64,000). purified TNAP enzyme, luminescent substrate readout; higher % means a stronger effect; in the data active = a potency from the dose series; inactive = the rest, 99 in 100 with inhibition below about 22%;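 also: plate controls were vehicle for no effect and reference inhibitor for full effect; many of its hits are not listed in these tables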
HPDE-C7K KRASV12 – cytotoxicity in KRAS-transformed pancreatic duct cells, primary screen, cell-based, fluorescence, HTS (AID 431); cytotoxicity, % at 10 µM; hits with a dose series show EC50 in µM; actives 1.7% (n = 63,000); HPDE-C7K KRASV12 cells, Alamar Blue viability, 48 h; higher % means a stronger effect;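 active = compounds whose percent cytotoxicity in the single-dose primary screen, scaled between solvent and toxic-drug controls, exceeds 50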;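 also: 0% = DMSO solvent wells and 100% = doxorubicin-treated wells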
Bfl-1 displacement – Bfl-1 inhibitors, primary screen, biochemical, fluorescence polarization, FITC-Bid, mouse (AID 432). FITC-Bid BH3 peptide fluorescence polarization displacement; higher % means a stronger effect. displacement, % at 20 µM, or IC50 in µM where a hit was titrated. actives 0.02% (n = 64,000); in the data active = a potency from the dose series; inactive = the rest, 99 in 100 with displacement below about 15%; also: strong numbers were not always called active
Spn PMK inh – S. pneumoniae PMK inhibition. purified PMK, PK/LDH-coupled NADH absorbance 340 nm. inhibition, % at 10 µM. actives 0.49% (n = 65,000);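 active = top-ranked compounds by inhibition in the single 10 µM screen, taking a fixed number of the strongest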;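 also: 0% = full reaction with DMSO carrier and 100% = background rate without enzyme reaction; no value below 0 was filed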
Spn MK inh – inhibitors of Streptococcus pneumoniae mevalonate kinase | inhibition, % at 10 µM | purified MK, PK/LDH-coupled NADH absorbance 340 nm | actives 0.48% (n = 65,000) | AID 555;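 active = ranked among the strongest by inhibition in the single 10 µM screen, a fixed top-ranked set picked for dose follow-up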; also: no value below 0 was filed
HPDE-C7 cytotoxicity – HPDE-C7 pancreatic duct cell viability loss – fluorescence, HTS (AID 430); HPDE-C7 pancreatic duct cells viability, fluorescence; higher % means a stronger effect; cytotoxicity, % at 10 µM, or EC50 in µM where a hit was titrated; actives 1.8% (n = 63,000);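 also: cells exposed to compound for 48 hours before viability readout; 0% = vehicle and 100% = reference cytotoxic drug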
LYP inhibition – LYP phosphatase inhibitors, primary screen, biochemical, DiFMUP fluorescence, recombinant catalytic domain, 10 µM (AID 606); inhibition, % at 10 µM; hits with a dose series show IC50 in µM; recombinant LYP catalytic domain, DiFMUP fluorescence; higher % means a stronger effect; 52,000 tested, under 10 active;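 active = IC50 under 40 µM in the dose-response test; inactive = IC50 of 40 µM or more, or never dose-tested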
DPM-DC inhibit – S. pneumoniae DPM-DC inhibition | purified DPM-DC, PK/LDH coupled NADH fluorescence | calls only at 10 µM | actives 0.49% (n = 65,000) | AID 556;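 active = the 320 compounds with the highest percent inhibition in the single-dose primary screen, excluding strongly autofluorescent ones, cut at about 32% in these data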;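 also: kinetic rate of NADH fluorescence loss reporting ADP formed by the decarboxylase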
Spn PMK inh pilot replicates – second read-out of Spn PMK inh, no call of its own (marks repeat the call); inhibition, %; measured here: pilot screen replicates
Spn MK inh pilot replicates – also measured in Spn MK inh; calls as there; inhibition, %; measured here: pilot screen replicates
DPM-DC inhibit pilot screen % – further read-out of DPM-DC inhibit, marked with its call; inhibition, %; measured here: pilot screen trials
Starred values were filed as active, the others as inactive; i = inactive; x = no result given; + = active, no number. Rule as the data show it, unless noted: active = cytotoxicity above about 50%; inactive = the rest.

SMILES	HT1080 viability	Alkaline phosphatase	HPDE-C7K KRASV12	Bfl-1 displacement	Spn PMK inh	Spn MK inh	HPDE-C7 cytotoxicity	LYP inhibition	DPM-DC inhibit	others
COC(=O)C1=C(CN2CCN(C)CC2)NC(=O)NC1c1cc(C)ccc1C (stereo not drawn)	6%	0%	-16%	0%	2	6	-7%	15%	i
c1ccc(-c2nc(Sc3ncnc4c3cnn4-c3ccccc3)n[nH]2)cc1	2%	12%	16%	-2%	17	6	27%	x	i
Cc1cc(C)c2c(n1)nn1c(N3CCN(c4ccccc4)CC3)cc(C)nc21	-4%	9%	x	2%	2	10	x	-10%	+
CC(=O)c1ccc(OC(=O)c2cccs2)cc1	-7%	16%	8%	-12%	1	12	0%	-1%	i	Spn PMK inh pilot replicates=0.0;Spn MK inh pilot replicates=0.5;DPM-DC inhibit pilot screen %=2.5
O=C(OCC(=O)N1CCN(C(=O)c2ccco2)CC1)c1ccccc1Cc1ccccc1	3%	-3%	8%	-10%	12	9	0%	9%	i
COC(=O)[C@H](C)NC(=O)Nc1cc(OC)ccc1OC	-9%	4%	-3%	-4%	10	10	-20%	x	i	Spn PMK inh pilot replicates=1.0;Spn MK inh pilot replicates=3.0;DPM-DC inhibit pilot screen %=9.0
COc1ccccc1NC(=O)C(CCS(C)(=O)=O)N1C(=O)c2ccccc2C1=O (stereo not drawn)	-7%	6%	2%	-6%	0	7	10%	15%	i
COc1ccc2c(CC(=O)OCC(=O)N3CCc4ccccc43)coc2c1	-2%	x	x	x	9	5	x	7%	i
COc1ccc(OCCn2c(=N)n(CCO)c3ccccc32)cc1	-2%	10%	0%	8%	3	4	-2%	x	i
CCOc1ccc(C(CC(=O)O)NC(=O)c2ccco2)cc1OC (stereo not drawn)	0%	7%	-5%	1%	9	10	-5%	12%	i	Spn PMK inh pilot replicates=1.0;Spn MK inh pilot replicates=0.0;DPM-DC inhibit pilot screen %=0.0
CCOc1cc(C2c3c(oc4cc(C)c(Cl)cc4c3=O)C(=O)N2Cc2ccco2)ccc1O (stereo not drawn)	-4%	10%	34%	-3%	4	13	9%	9%	i
O=C(Nc1ccc(NC(=O)c2ccco2)nc1)c1cccnc1	-9%	13%	24%	2%	2	1	13%	10%	i	Spn PMK inh pilot replicates=3.0;Spn MK inh pilot replicates=0.5;DPM-DC inhibit pilot screen %=2.0
Cc1cc(C)c(OCC(=O)Nc2ccccc2N2CCOCC2)c(C)c1	-14%	5%	5%	-3%	13	5	-3%	12%	i
O=C(CCCCCN1C(=O)CCC1=O)Nc1ccc2c(c1)OCO2	3%	3%	5%	-4%	11	5	-3%	6%	i
O=C(Nc1cc(Cl)ccc1O)C1CCCO1 (stereo not drawn)	-2%	6%	10%	-4%	11	15	4%	4%	i
CCc1nc(N2CCCC2C(=O)O)c2oc3ccccc3c2n1 (stereo not drawn)	-10%	10%	8%	-7%	13	11	-6%	9%	i
CCN1CCN(C(=O)c2oc(=O)c3ccccc3c2-c2ccc(C)cc2)CC1	-8%	10%	10%	0%	4	7	15%	-6%	i	Spn PMK inh pilot replicates=2.0;Spn MK inh pilot replicates=1.5;DPM-DC inhibit pilot screen %=0.0
Cc1ccc(NC(=O)C2C(=O)N(CCO)C3(C)CC2c2ccccc2O3)cc1 (stereo not drawn)	36%	8%	9%	-1%	11	0	-2%	x	i
COc1ccccc1NC(=O)N(Cc1ccco1)Cc1cc2cccc(C)c2[nH]c1=O	-8%	11%	-5%	0%	3	4	0%	1%	i	Spn PMK inh pilot replicates=0.5;Spn MK inh pilot replicates=0.0;DPM-DC inhibit pilot screen %=0.5
c1ccc(-n2ncc3c(NCc4ccccn4)ncnc32)cc1	-1%	5%	0%	-1%	5	7	-5%	x	i
CCN(CC)c1ccc(-c2c(C#N)c(N)nc(OC)c2C#N)cc1	-2%	4%	11%	-3%	0	4	1%	0%	x	Spn PMK inh pilot replicates=0.0;Spn MK inh pilot replicates=1.0
CCOC(=O)c1sc2nc(N3CCOCC3)c3c(c2c1N)CCN(C)C3	2%	2%	-1%	-10%	0	0	-13%	-13%	x
CC(=O)OCC(=O)[C@@]1(OC(C)=O)[C@@H](C)C[C@H]2[C@@H]3C[C@H](F)C4=CC(=O)C=C[C@]4(C)[C@@]3(F)[C@@H](O)C[C@@]21C	5%	12%	8%	2%	0	5	-16%	14%	i	Spn PMK inh pilot replicates=5.0;Spn MK inh pilot replicates=0.0;DPM-DC inhibit pilot screen %=5.0
O=C(CSc1nnc(-c2cccs2)o1)OCc1ccccc1	-16%	0%	-22%	-3%	8	2	-8%	x	i
COc1cc(C(=O)NCC(=O)OCC(=O)c2ccc[nH]2)cc(OC)c1OC	-2%	17%	5%	3%	12	4	1%	10%	i	Spn PMK inh pilot replicates=2.5;Spn MK inh pilot replicates=0.0;DPM-DC inhibit pilot screen %=2.5
CCNS(=O)(=O)c1ccc(NC(=O)Cc2ccc(F)cc2)cc1	13%	3%	-8%	-2%	8	2	8%	6%	i
O=C(CCCOc1ccc(Cl)cc1)N1CCOCC1	2%	9%	-5%	2%	0	6	-10%	3%	i
Cc1ccc(NC(=O)C2CCCN2S(=O)(=O)c2cccc3cccnc23)cc1F (stereo not drawn)	x	15%	13%	-6%	7	7	9%	6%	i	Spn PMK inh pilot replicates=0.0;Spn MK inh pilot replicates=1.0;DPM-DC inhibit pilot screen %=1.5
O=C(CCCn1c(=O)[nH]c2ccsc2c1=O)N1CCN(Cc2ccc3c(c2)OCO3)CC1	1%	9%	-18%	-16%	0	9	-4%	0%	i
Cc1ccc(S(=O)(=O)N2CCN(C(=O)CN3CCN(C)CC3)C2)cc1	16%	8%	-11%	-3%	5	7	-6%	-4%	i
N#Cc1ccc(CSc2nnc(-c3ccncc3)n2CCc2ccccc2)cc1	22%	4%	-8%	-7%	10	0	-24%	x	i
COC(=O)[C@H](C)NC(=O)Nc1ccc(OC)c(OC)c1	5%	9%	-13%	4%	13	14	-27%	x	i
Cc1nc2c(C(=O)N3CCN(c4ccccn4)CC3)cnn2c(C)c1Cc1cccc(Cl)c1	-7%	8%	4%	-6%	11	0	4%	9%	i
Cc1nc2ccccn2c1C(=O)c1ccccc1	-5%	9%	-8%	-2%	12	1	6%	16%	i
N#CCCn1c(SCC(=O)NCC2CCCO2)nc2ccccc21 (stereo not drawn)	-6%	3%	5%	-1%	21	0	8%	13%	i
CCOC(=O)c1ccc(NC(=O)CSc2nnc(CNC(=O)c3c(F)cccc3Cl)o2)cc1	x	7%	5%	-1%	0	7	0%	-5%	i
Cc1nc2nc(COc3ccccc3)[nH]n2c(=O)c1C	6%	11%	-11%	6%	8	7	-22%	11%	i
N#CCSc1nc(N)c(C#N)c(C2CCCCC2)c1C#N	0%	7%	-22%	-10%	2	0	-16%	7%	i
COc1ccc2c(CC(=O)Nc3ccc(OC)c(NS(=O)(=O)c4ccc(F)cc4)c3)coc2c1	9%	10%	14%	0%	14	0	18%	6%	i	Spn PMK inh pilot replicates=9.0;Spn MK inh pilot replicates=3.5;DPM-DC inhibit pilot screen %=3.0
CCOc1ccccc1NC(=O)CN(c1ccc(C)cc1)S(=O)(=O)c1c(C)n[nH]c1C	-10%	-4%	47%	9%	9	4	52%*	x	i
CC(C)C(C(=O)Nc1ncn[nH]1)N1C(=O)c2ccccc2C1=O (stereo not drawn)	-1%	12%	-9%	3%	0	26	-14%	-8%	i
CCc1nnc(NC(=O)Cn2ccc(C(F)(F)F)n2)s1	5%	6%	-11%	-2%	18	0	3%	2%	i
COc1ccc2c(C=Nc3c(C)n(C)n(-c4ccccc4)c3=O)c(O)n(Cc3ccco3)c(=O)c2c1	8%	18%	21%	17%	0	7	13%	-4%	i
CCCc1nc2c(sc3nc4c(cc32)COC(C)(C)C4)c(=O)n1Cc1ccco1	-5%	9%	-11%	4%	3	4	-3%	9%	i
CCOC(=O)C1CCN(C(=O)CCc2nc3ccccc3[nH]2)CC1	-6%	9%	-10%	-4%	16	0	-26%	5%	i

For reference, 3 of the compounds above:
SMILES	HT1080 viability	Alkaline phosphatase	HPDE-C7K KRASV12	Bfl-1 displacement	Spn PMK inh	Spn MK inh	HPDE-C7 cytotoxicity	LYP inhibition	DPM-DC inhibit	others
COc1ccc2c(C=Nc3c(C)n(C)n(-c4ccccc4)c3=O)c(O)n(Cc3ccco3)c(=O)c2c1	8%	18%	21%	17%	0	7	13%	-4%	i
CCCc1nc2c(sc3nc4c(cc32)COC(C)(C)C4)c(=O)n1Cc1ccco1	-5%	9%	-11%	4%	3	4	-3%	9%	i
CCOC(=O)C1CCN(C(=O)CCc2nc3ccccc3[nH]2)CC1	-6%	9%	-10%	-4%	16	0	-26%	5%	i

New compounds follow:
SMILES	HT1080 viability	Alkaline phosphatase	HPDE-C7K KRASV12	Bfl-1 displacement	Spn PMK inh	Spn MK inh	HPDE-C7 cytotoxicity	LYP inhibition	DPM-DC inhibit	others
CCCn1c(=O)c(C(=O)Nc2nnc(CC)s2)c(O)c2ccccc21	-2%	7%	14%	-4%	3	5	51%*	-5%	i
Cn1c(SCC(=O)N2CCOCC2)nnc1-c1cnccn1	-7%	11%	-16%	4%	9	4	-49%	1%	i	Spn PMK inh pilot replicates=5.0;Spn MK inh pilot replicates=0.0;DPM-DC inhibit pilot screen %=4.5
Cc1c(C(=O)N2CCCCC2)sc(NC(=O)C2CC2)c1C#N	-13%	16%	2%	-7%	11	19	-9%	x	i
CCOC(=O)C(C)Oc1cccc2c(=O)n(CC(=O)NCc3ccc4c(c3)OCO4)ccc12 (stereo not drawn)	x	-3%	39%	9%	0	12	53%*	7%	i
c1ccn2cc(CSc3nnc4ccccn34)nc2c1	7%	1%	8%	-4%	15	0	-1%	9%	i
COc1ccc(C2c3c(-c4cc(Cl)c(C)cc4O)n[nH]c3C(=O)N2Cc2cccnc2)cc1OC (stereo not drawn)	-16%	7%	14%	-6%	13	9	27%	x	i
Cc1ccc(C)c(NC(=O)Cn2nnc(C(=O)Nc3c(C)cccc3C)c2N)c1	-3%	8%	-10%	-2%	14	0	-1%	3%	i
CC(C)(C)c1ccc(OCC(=O)NCc2ccco2)c(Br)c1	37%	4%	84%*	1%	8	11	42%	-6%	i
c1ccc(-n2c(-c3ccco3)nnc2N2CCOCC2)cc1	0%	7%	-5%	0%	13	7	-2%	6%	i
CCOC(=O)c1c(N)sc(C(=O)Nc2ccc3c(c2)OCO3)c1C	4%	23%	20%	-4%	0	0	16%	-6%	i
Cc1nc2ccccn2c1/C(O)=C1\C(=O)C(=O)N(CCCN(C)C)C1c1ccc(F)cc1 (stereo not drawn)	2%	16%	3%	4%	9	7	1%	4%	i	Spn PMK inh pilot replicates=6.0;Spn MK inh pilot replicates=2.0;DPM-DC inhibit pilot screen %=2.5
Cc1cccc(-c2nc(CS(=O)CC(=O)N3CCc4ccccc4C3)c(C)o2)c1 (stereo not drawn)	-2%	1%	-7%	4%	9	8	-4%	-2%	i
Cc1ccc(-c2nnn(CC(=O)N(c3ccccc3F)C(C(=O)NC3CCCC3)c3ccco3)n2)o1 (stereo not drawn)	-12%	2%	-16%	-5%	0	3	0%	11%	i
COc1ccc(C2=NOC(C(=O)N3CCOCC3)C2)cc1OC (stereo not drawn)	13%	15%	-20%	-6%	19	2	-3%	15%	i
